High-throughput results (PubChem)
FXIa single inh – blocks human coagulation factor XIa activity; AID 687; P03951; 33,000 compounds, 0.3% hits; purified human FXIa, fluorogenic AMC substrate cleavage; inhibition, % at 10 µM;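 active = inhibition above 40% in the primary screen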;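 also: 0% = enzyme without compound and 100% = blank wells lacking enzyme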
FXIIa inh – inhibitors of human coagulation factor XIIa | inhibition, % at 10 µM | purified human FXIIa, AMC substrate fluorescence, 2 h | P00748 | AID 701 | 33,000 compounds, 0.2% hits; in the data active = inhibition above about 30%;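 also: 0% = enzyme with vehicle only and 100% = no enzyme blank; many of its hits are not listed in these tables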
Target sequence (P00748 20-372 limits assumed): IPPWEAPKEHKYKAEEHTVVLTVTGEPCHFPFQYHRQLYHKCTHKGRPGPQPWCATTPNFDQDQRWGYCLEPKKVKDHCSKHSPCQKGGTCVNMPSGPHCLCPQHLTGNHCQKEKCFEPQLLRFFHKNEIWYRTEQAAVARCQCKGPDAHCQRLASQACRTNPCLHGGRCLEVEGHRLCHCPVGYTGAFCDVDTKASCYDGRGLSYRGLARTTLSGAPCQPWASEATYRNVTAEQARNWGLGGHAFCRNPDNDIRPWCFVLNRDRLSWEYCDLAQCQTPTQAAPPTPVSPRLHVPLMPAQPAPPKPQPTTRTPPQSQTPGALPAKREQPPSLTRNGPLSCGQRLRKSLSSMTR
Target sequence (P00748 373-615 limits assumed): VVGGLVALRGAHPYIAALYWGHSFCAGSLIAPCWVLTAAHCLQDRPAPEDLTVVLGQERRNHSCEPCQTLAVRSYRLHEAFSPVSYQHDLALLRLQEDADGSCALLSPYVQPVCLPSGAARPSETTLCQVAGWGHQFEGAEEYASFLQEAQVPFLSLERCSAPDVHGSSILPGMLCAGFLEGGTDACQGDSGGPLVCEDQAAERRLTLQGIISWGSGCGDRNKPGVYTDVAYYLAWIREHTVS
Active calls of the source: *. The list is partial; rates above refer to the full screens.

SMILES	FXIa single inh	FXIIa inh
CC(CO)N1CCS(=O)(=O)CC1 (stereo not given)	11	7
Cc1c(Cl)cccc1NC(=O)C1NC(=O)CC1c1ccccc1 (stereo not given)	7	9
CCC(C)NC(=O)C(CCSC)NC(=O)c1ccccc1 (stereo not given)	-4	7
CCOC(=O)c1cn2cccnc2n1	1	-7
O=C(CN(Cc1ccco1)C(=O)CCC(=O)Nc1nccs1)NCc1ccccc1	-2	-17
Cc1cc(Cl)ccc1NC(=O)CSc1nnc(-c2ccncc2)n1Cc1ccco1	8	0
O=C(COC(=O)c1ccccn1)Nc1nccs1	-3	8
CCOc1ccc(NC(=O)Nc2cc(C)ccc2F)cc1	2	5
CC(c1ccco1)N(C(=O)C12CC3CC(CC(C)(C3)C1)C2)c1ccccn1 (stereo not given)	4	7
O=C1CC(=O)N(CCc2ccc(F)cc2)C(=O)N1	-10	9
C/C(Cl)=C\CNC(C)c1ccccc1 (stereo not given)	5	4
Oc1ccc(CN2CCCCC2)c2cccnc12	7	4
Cc1ccc(S(=O)(=O)N2CCN(Cc3nc4sc(C)c(C)c4c(=O)[nH]3)CC2)cc1	15	7
COC(=O)C1=C(C)N(C2CCCC2)C(=O)C1(NC(C)=O)C(F)(F)F (stereo not given)	-4	3
COc1ccc(NC(=O)Cc2ccc(Cl)cc2)cc1NC(=O)c1ccco1	1	2
O=C(CSc1nnc2c(n1)[nH]c1ccccc12)OCc1ccccc1	-2	1
O=C(NCc1ccccc1)NC1(C(=O)N2CCN(c3ccccc3)CC2)CCCCC1	2	5
Fc1ccc(-c2cnc(-c3cccs3)o2)cc1	-10	4
Cc1c(-n2cc(C(=O)O)c(=O)c3cc(F)c(N4CCCC4)c(F)c32)c(=O)n(-c2ccccc2)n1C	4	8
CC(C)C(=O)Nc1nnc(CCN2CCCCC2)s1	-4	9
CCN(C(=O)COC(=O)c1cc2ccccc2cc1O)C1CCS(=O)(=O)C1 (stereo not given)	-1	7
COc1ccc(C(=O)NCc2cccnc2)cc1S(=O)(=O)N1CCOCC1	-8	8
Cc1cc(=O)[nH]c(SCC(=O)Nc2cccc(C(F)(F)F)c2)n1	0	9
Cc1ccc(S(=O)(=O)NC(=O)NCc2ccccn2)cc1	3	2
O=c1cc(N2CCC3(CC2)OCCO3)[nH]c(=O)n1-c1ccc(Br)cc1	3	-13

Quoted at random: 2 entries already listed.
SMILES	FXIa single inh	FXIIa inh
COc1ccc(C(=O)NCc2cccnc2)cc1S(=O)(=O)N1CCOCC1	-8	8
CC(C)C(=O)Nc1nnc(CCN2CCCCC2)s1	-4	9

Remaining list, next part.
SMILES	FXIa single inh	FXIIa inh
Cc1c(Cl)c(C(F)(F)F)nn1CC(=O)NCc1ccccc1	-6	5
O=C(c1ccco1)N1CCN(C(=O)C2CCN(S(=O)(=O)Cc3ccccc3)CC2)CC1	4	5
CCOC(=O)CN(c1cccc(C(C)=O)c1)S(C)(=O)=O	15	-4
C=CCN(CC(=O)NCc1ccccc1)C(=O)c1csnn1	-6	3
COc1ccccc1NC(=O)CN1CCN(C(=O)c2ccco2)CC1	-4	6
COc1ccccc1-n1cnc2cc(C(=O)NCC3CCCO3)ccc21 (stereo not given)	4	3
CCCCn1c2nc3ccccc3nc2c2c(=O)n(CC(C)C)cnc21	2	0
CCN(CC)C(=O)CSc1ncnc2sc(-c3ccccc3)cc12	2	6
O=c1[nH]c(=O)n(Cc2ccco2)c2c1C(C(F)(F)F)(C(F)(F)F)N=C(CCc1ccccc1)N2	3	12
N#Cc1cc2c(nc1SCC(=O)Nc1sc3c(c1C#N)CCC3)CCC2	42*	2
Cc1nc(N2CCN(C)CC2)c2sc(=S)n(C)c2n1	10	6
C=CCSc1ncccc1C(=O)NCc1ccc(C)cc1	4	0
Cc1cc(C)n2c(SCc3ccccc3Cl)nnc2n1	1	9
CC(NC(=O)C1CC2CCCC(C1)C2=O)c1ccccc1 (stereo not given)	6	12
O=C(NCc1ccc(Cl)cc1)c1cc2ccccn2n1	-2	6
CC(C)CNC(=O)c1cc2nc3c(c(C(F)(F)F)n2n1)CCc1ccccc1-3	-4	3
O=[N+]([O-])c1ccc([C@H](O)[C@H](CO)N=Cc2ccccc2O)cc1	11	5
CCN(C(=O)Cc1ccc(Br)cc1)C1CCCCC1	5	10
CCCCOc1ccc(N2C(=O)CC(NCCc3ccc(S(N)(=O)=O)cc3)C2=O)cc1 (stereo not given)	29	-10
CCC(=O)Nc1ccc(S(=O)(=O)NCc2ccco2)cc1	-5	-1
CCOC(=O)N1CCN(c2c(NCc3ccc(Cl)cc3)c(=O)c2=O)CC1	1	5
CS(=O)(=O)N1CCC(C(=O)NCCc2ccccc2)CC1	15	-14
CCN(CC)c1ccc(NC(=O)OC)cc1	8	4
Cc1nn(Cc2ccccc2)c(C)c1C(=O)OCC(=O)c1cc(C)n(CC(F)(F)F)c1C	-1	14
Cc1ccc(C(=O)C2=C(O)C(=O)N(c3ncccn3)C2c2ccc(Cl)cc2)o1 (stereo not given)	1	9

Shown as a hit in FXIa single inh, of those listed so far:
SMILES	FXIa single inh	FXIIa inh
N#Cc1cc2c(nc1SCC(=O)Nc1sc3c(c1C#N)CCC3)CCC2	42*	2

More results
SMILES	FXIa single inh	FXIIa inh
Cc1nc2ccccc2n1C1CC(=O)N(N(C)C)C1=O (stereo not given)	-2	-5
CCCc1cc(=O)[nH]c(SCC(=O)N(CC)C2CCS(=O)(=O)C2)n1 (stereo not given)	-3	-2
Cc1ccc(CNC(=O)c2nc3nc(C)cc(C)n3n2)cc1	-10	2
Cc1cc2c(c(=O)n1CCc1ccccc1)C(c1ccco1)C(C#N)=C(N)O2 (stereo not given)	3	4
CCCCC(Nc1ncnc2ccccc12)C(=O)O (stereo not given)	-5	8
COc1cccc(-c2nnc(SCc3ccccn3)n2C)c1	-3	5
COc1ccc(C)cc1NC(=O)C1CC(=O)OC12CCCCC2 (stereo not given)	-15	-14
CC(C)(C)c1ccc(OCC(=O)NC2CCS(=O)(=O)C2)cc1 (stereo not given)	-1	-12
COc1ccc(Nc2ncc(C(=O)N3CCN(Cc4ccccc4)CC3)c3ccccc23)cc1	6	6
CCn1nc(C)c(NS(=O)(=O)c2ccccc2)c1C	15	-15
O=C(NCc1ccc(Cl)cc1)c1cnccn1	6	6
Brc1ccc(Oc2ncc(CN3CCN(c4ccccc4)CC3)s2)cc1	-11	4
Cc1ccc(C)c(C(=O)CC2(O)C(=O)N(C)c3ccccc32)c1 (stereo not given)	7	4
Cc1ccc(C(=O)COC(=O)CCC(=O)NC2CCCCC2)cc1C	8	2
Cc1cc(-c2ccccc2)nc(Oc2cccc(C(F)(F)F)c2)c1S(C)(=O)=O	5	6
COC(=O)CCCC(=O)Nc1ccc(Cl)c(Cl)c1	-4	4
c1cncc(-c2csc(NCc3ccco3)n2)c1	0	7
CCOc1ccc(-n2nc3ccc(NC(=O)c4ccc5c(c4)OCCO5)cc3n2)cc1	27	-30
O=C(CNC(=O)Cn1ccc2ccccc2c1=O)NCCCN1CCCCCC1	-7	4
CN(C)CCCn1c(NCc2ccc3c(c2)OCO3)nc2ccccc21	0	14
CCOC(=O)c1ccc(COC(=O)CNC(=O)CNC(=O)c2ccc(OC)cc2)o1	3	6
COc1ccc(-n2nnnc2SCC(=O)Nc2nnn(C)n2)cc1	2	0
O=C(O)C1CCC(=O)N1Cc1ccc(F)cc1 (stereo not given)	-8	4
Cc1ccc(-c2nn(C)c(=O)c3ccccc23)cc1CNC(=O)/C=C/c1ccccc1	3	1
Cn1c(SCC#N)nnc1-c1ccc2c(c1)OCO2	1	3
Next part.
SMILES	FXIa single inh	FXIIa inh
COc1ccc(NC(=O)CSc2nnc(-c3ccccc3C)n2N)cc1	8	8
O=c1oc(-c2cccc(Cl)c2)nc2c1cnn2-c1ccccc1	-7	3
O=C1C=C(c2cccs2)CC(c2cccs2)C1n1cnc([N+](=O)[O-])c1 (stereo not given)	3	6
Cc1ccc2cc(S(=O)(=O)NCCC(=O)O)ccc2c1	1	6
O=S(=O)(Nc1nc2ccccc2s1)c1ccc(Br)s1	-1	-1
CCOC(=O)c1c(C(C)(C)C)oc2ccc(OCC#N)cc12	-4	3
O=C(NCc1ccccn1)c1cc(-n2cnnc2)ccc1Cl	-3	4
Cc1ccc(CNc2ncnc3cc(Cl)ccc23)o1	-3	1
COc1ccc(-c2nc(SCc3ccccc3)n(S(C)(=O)=O)n2)cc1	4	5
CSc1cccc(NC(=O)CN(C2CCCCC2)S(C)(=O)=O)c1	-5	2
O=C(O)CNC(=O)c1ccc(S(=O)(=O)N2CCOCC2)cc1	-3	7
CCCCc1cc(=O)oc2cc(OCC(=O)N3CCc4ccccc43)ccc12	-3	15
O=c1nc(-c2ccccc2)c2cc(Cl)ccc2[nH]1	103*	-16
CN1C=C(C(F)(F)F)C=C/C1=C(\C#N)c1nnc2n1CCCCC2	3	-11
COc1ccc(CCNc2nc(C)nc3c2oc2ccccc23)cc1OC	-5	4
CCn1cc(C(=O)O)c(=O)c2cc(Br)ccc21	-8	4
CCc1c(C)nc(Nc2nc(C)c3ccc(OC)cc3n2)[nH]c1=O	2	13
O=C(O)C1(NS(=O)(=O)c2ccc(Cl)cc2)CCCCC1	-5	4
C=CCn1c(O)c(N=NC(=S)Nc2ccc(OC)cc2)c2ccccc21	8	4
O=C(COC(=O)C12CC3CC(CC(C3)C1)C2)NCc1ccco1	-1	-15
CCn1c(C)c(C(C)=O)c(N2CCN(c3ccc(F)cc3)CC2)nc1=S	0	-2
COc1ccc(-c2cc(-c3cccs3)c(C#N)c(SCC(=O)NCc3ccccc3OC)n2)cc1	-2	5
COC(=O)c1ccccc1NC(=O)CC(NCc1ccccc1)C(=O)O (stereo not given)	10	6
CCCCSc1nc2ccc(Nc3nc(N4CCOCC4)nc(N4CCOCC4)n3)cc2s1	5	7
CCCN1C2=NCCCN2c2ccccc21	33	-7

Four entries from above in a different format.
> O=c1nc(-c2ccccc2)c2cc(Cl)ccc2[nH]1
  FXIa single inh = 103*
  FXIIa inh = -16

> C=CCn1c(O)c(N=NC(=S)Nc2ccc(OC)cc2)c2ccccc21
  FXIa single inh = 8
  FXIIa inh = 4

> O=C(O)C1(NS(=O)(=O)c2ccc(Cl)cc2)CCCCC1
  FXIa single inh = -5
  FXIIa inh = 4

> O=C(O)CNC(=O)c1ccc(S(=O)(=O)N2CCOCC2)cc1
  FXIa single inh = -3
  FXIIa inh = 7

Next entries follow.
SMILES	FXIa single inh	FXIIa inh
COc1ccccc1-n1c(CNC(=O)c2ccco2)nnc1SCC(=O)Nc1nccs1	1	3
Cc1ccnc(NS(=O)(=O)c2ccc(N)cc2)n1	-6	5
CC(=O)Nc1ccc(C(=O)N2CCN(C(=O)c3ccco3)CC2)cc1	-3	4
COc1ccc(C(=O)N=c2c(C#N)cc3c(=O)n4cccc(C)c4nc3n2Cc2ccco2)cc1	-7	-3
CCOC(=O)CNC(=O)c1ccc(C)cc1	4	-1
CCC(C)Oc1nc2ccccc2nc1NS(=O)(=O)c1ccccc1 (stereo not given)	4	0
COC(=O)c1ccccc1NC(=O)/C=N/O	2	-2
COc1ccc(C2NC(=O)c3ccccc3N2)cc1OC (stereo not given)	-5	0
COc1ccc(Nc2ncc3c(n2)CC(c2ccc(C)cc2)CC3=O)cc1 (stereo not given)	-7	-3
CCCC12CN(C(=O)c3ccc(OC)cc3)CC(C)(CN(C(=O)c3ccc(OC)cc3)C1)C2=O	17	12
O=C1OCc2cc(NC(=O)C34CC5CC(CC(C5)C3)C4)ccc21	8	5
CCOC(=O)N1CCN(c2nc(-c3ccc(F)cc3)cs2)CC1	-3	1
CC(C)CCN1CC(C(=O)NCCC2=CCCCC2)CC1=O (stereo not given)	9	4
COc1ccc(OCCC(=O)Nc2cc(C)on2)cc1	1	7
COc1cccc(-n2nc(-c3ccnn3-c3ccc(C)cc3)c(=O)n(C)c2=O)c1	-6	-1
Cc1cc(C)n(-c2c(F)c(F)c(CO)c(F)c2F)n1	-1	12
COc1cccc(CNS(=O)(=O)c2cc(Br)cc3c2N(C(C)=O)C(C)C3)c1 (stereo not given)	16	-6
O=S(=O)(c1cccc(-c2cn3cccnc3n2)c1)N1CCCCCC1	-5	-9
CC(=O)Nc1ccc(S(=O)(=O)NCc2ccc(C(=O)NC(C)c3ccccc3)cc2)cc1 (stereo not given)	-9	1
CCOc1ccc(NC(=O)Cn2nnc(-c3ccccc3NC(=O)CC)n2)cc1	3	0
Cc1ccc(CNC(=O)C2CCCN2C(=O)NCc2ccccc2)cc1 (stereo not given)	27	3
CCCS(=O)(=O)N1CCN(C(=O)COc2ccccc2)CC1	-2	1
CC(C)CNC(=O)c1coc(=O)c(Br)c1	1	6
O=C(Nc1ccc(F)cc1)NC1CCCCC1	-4	-2
CN(C)C(CNS(=O)(=O)c1ccc(Cl)cc1)c1cccnc1 (stereo not given)	-10	-14

Part of the list above in order of SMILES length, low to high.
SMILES	FXIa single inh	FXIIa inh
CC(C)CNC(=O)c1coc(=O)c(Br)c1	1	6
COc1ccc(C2NC(=O)c3ccccc3N2)cc1OC (stereo not given)	-5	0
Cc1cc(C)n(-c2c(F)c(F)c(CO)c(F)c2F)n1	-1	12
CCOC(=O)N1CCN(c2nc(-c3ccc(F)cc3)cs2)CC1	-3	1
CCOc1ccc(NC(=O)Cn2nnc(-c3ccccc3NC(=O)CC)n2)cc1	3	0

The list continues.
SMILES	FXIa single inh	FXIIa inh
COc1ccc(-c2nnn(CC#N)n2)cc1OC	-9	7
Oc1ccc(-c2csc(-c3ccccc3)n2)cc1O	-1	6
Cc1ccc(O)c(-c2cc(C(F)(F)F)[nH]n2)c1	3	3
CC(C)NCC(O)COc1ccc(CCOCC2CC2)cc1 (stereo not given)	7	3
CS(=O)(=O)N(CC(=O)Nc1ccc2c(c1)OCO2)c1ccccc1	-4	8
O=C(c1ccc(NC2=NC3CS(=O)(=O)CC3S2)cc1)N1CCN(Cc2ccccc2)CC1 (stereo not given)	3	1
Cn1nc(CC(=O)NC2CCCCCCCCCCC2)c2ccccc2c1=O	-3	3
CC1(C)Cc2c(cnn2-c2ccccc2)C(=O)/C1=N\NC(=O)c1ccccc1O	-8	1
COc1cccc2cc(C(=O)NCc3ccco3)c(=Nc3ccc(C(=O)O)cc3)oc12	-1	-3
CC(C)c1ccc(-c2nc3c([nH]2)c(=O)n(C)c(=O)n3C)cc1	-5	8
